# Screens (PubChem BioAssay)
# V-ATPase pH: regulators of yeast V-ATPase proton pumping, primary screen, pHLuorin cytosolic pH fluorescence; S. cerevisiae; response, % at 10 µM; hit rate 0.37% among 350,000; AID 504577, 2011; in the data active = response mostly above about 7.3%, no sharp cut-off; inactive = mostly below about 5.4%; also: actives read high; inactives centre near 0; some compounds called inactive have numbers as strong as hits; reference of the scale not given here
# Wnt act: Wnt/beta-catenin pathway activators, primary screen, cell-based, plate reader, single point | Wnt/beta-catenin reporter cell assay, activator | activation, % at 9.35 µM | hit rate 1.2% among 300,000; in the data active = activation above about 30%, passing the limit was not always enough;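 also: 0% = neutral control wells and 100% = positive control wells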
# OPRM1-OPRD1 inv: inverse agonists of MOR-DOR heterodimerization, primary screen, cell-based, luminescence; cell-based MOR-DOR heterodimer luminescence, inverse agonism; inhibition, % at 9.3 µM; Mu-type opioid receptor (Homo sapiens) + Delta-type opioid receptor (Homo sapiens), …; hit rate 0.21% among 340,000; in the data active = inhibition above about 22%, passing the limit was not always enough;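 also: 0% = cells with DMSO and 100% = wells without cells with DMSO; values of inactives mirror those of a sister screen read the other way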
# C-LANA FP: inhibitors of KSHV C-LANA binding to DNA, primary screen, biochemical, fluorescence polarization, FAM-LBS DNA, MBP-C-LANA, single point | Kaposi's sarcoma herpesvirus LANA C-terminal domain (residues 932-1162) DNA binding | inhibition, % at 9 µM | hit rate 0.078% among 340,000;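 active = highest replicate inhibition at or above 60% at 9 µM, even if other replicates fall short; inactive = all replicates below 60% inhibition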;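 also: 0% = neutral control wells and 100% = 4 µM acridine orange control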
# Pemphigus Ab inh: inhibitors of pemphigus antibody binding to DSG3, primary screen, biochemical, bead-based, flow cytometry, scFv-GFP; DSG3-coupled beads, scFv-anti-DSG3-GFP binding; active compounds read low; binding (percent of control), % at 10 µM; hit rate 0.48% among 310,000; AID 588358, 2011;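 active = binding more than 3 SD below its plate's average and above zero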;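 also: hits lower antibody fragment binding to DSG3; some compounds called inactive have numbers as strong as hits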
# Keap1-Nrf2 PPI: Keap1-Nrf2 protein-protein interaction inhibitors, primary screen, biochemical, fluorescence polarization, single point | Keap1 Kelch-Nrf2 peptide fluorescence polarization, 1536-well | inhibition, % at 9.4 µM | hit rate 0.15% among 340,000; in the data active = inhibition above about 12%;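 also: human Keap1 Kelch domain with fluorescein labeled Nrf2 9mer peptide probe; 0% = neutral control wells and 100% = peptide positive control; higher means more block of Keap1 binding to Nrf2 peptide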
# Target sequence (Q14145 whole entry, looked up, the tested form may be a part): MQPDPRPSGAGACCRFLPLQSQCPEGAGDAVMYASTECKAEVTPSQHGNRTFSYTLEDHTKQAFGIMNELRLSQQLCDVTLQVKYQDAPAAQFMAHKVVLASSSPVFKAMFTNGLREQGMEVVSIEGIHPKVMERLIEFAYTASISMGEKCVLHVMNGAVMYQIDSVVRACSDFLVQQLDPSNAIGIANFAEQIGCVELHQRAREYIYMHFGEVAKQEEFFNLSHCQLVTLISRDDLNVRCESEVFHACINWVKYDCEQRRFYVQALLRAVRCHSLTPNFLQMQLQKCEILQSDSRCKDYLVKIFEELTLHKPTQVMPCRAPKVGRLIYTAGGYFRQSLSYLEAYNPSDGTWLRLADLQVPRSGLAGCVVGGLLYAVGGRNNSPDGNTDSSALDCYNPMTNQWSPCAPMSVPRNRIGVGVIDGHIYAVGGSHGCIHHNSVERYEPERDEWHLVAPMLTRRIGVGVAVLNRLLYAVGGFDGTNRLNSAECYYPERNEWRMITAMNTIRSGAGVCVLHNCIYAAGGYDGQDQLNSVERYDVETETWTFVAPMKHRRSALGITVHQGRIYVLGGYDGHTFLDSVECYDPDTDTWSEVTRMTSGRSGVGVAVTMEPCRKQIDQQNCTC
# Cardiac RTF inh: cardiac RTF calcium sensitivity inhibitors, primary screen, biochemical, IANBD-TnC fluorescence, EC70 calcium | inhibition, % at 7.15 µM | hit rate 0.12% among 340,000 | IANBD-labeled cardiac RTF, Ca2+ fluorescence | Troponin I, cardiac muscle (Homo sapiens) + Troponin T, cardiac muscle (Homo sapiens) + … | AID 493244, 2011;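 active = inhibition above the mean inhibition of all tested compounds plus 3 SD, cut at about 17% in these data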;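 also: assay run at fixed EC70 calcium of 1.6 mM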
# Arr AP2 block: inhibitors of beta-arrestin/AP2 binding, primary screen, biochemical, GPCR trafficking, flow cytometry | FITC-arrestin peptide / GST-AP2 beads; AP2 beta2 appendage carries R879A mutation | inhibition, % at 10 µM | hit rate 0.31% among 340,000 | AID 504490, 2011;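 active = inhibition above a set limit, near 3 SD of compounds lacking own fluorescence, cut at about 54% in these data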;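 also: plate controls were DMSO wells for no effect and 5 µM unlabelled arrestin peptide for full effect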
#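 System: GST-AP2 R879A glutathione beads | Also added: FITC-arrestin peptide, 50 nM | Times: 12 min plus 1 h, RT | Signal: Bead flow cytometry, FITC channel | Buffer or medium: PBS with 0.05% Tween 20 and 0.1% BSA | Read-out basis: Percent drop in bead-associated FITC signal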
# MOR-DOR ag: agonists of OPRM1-OPRD1 heterodimerization, primary screen, cell-based, luminescence | Mu-type opioid receptor (Homo sapiens) + Delta-type opioid receptor (Homo sapiens), … | cells | activation, % at 9.3 µM | hit rate 0.3% among 340,000 | AID 504326, 2011; in the data active = activation above about 18%;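 also: 0% = vehicle-treated cells and 100% = reference agonist; values of inactives mirror those of a sister screen read the other way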
# cardiac RTF act: cardiac RTF calcium sensitivity activators, primary screen, biochemical, IANBD-TnC fluorescence, EC20 calcium; Troponin I, cardiac muscle (Homo sapiens) + Troponin T, cardiac muscle (Homo sapiens) + …; IANBD-labeled TnC RTF fluorescence at EC20 calcium; 0% EC20 calcium, 100% full calcium; activation, % at 7.2 µM; hit rate 0.24% among 340,000; AID 493008, 2010;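 active = activation above the mean over all tested compounds plus 3 SD, cut at about 30% in these data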;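 also: rise in fluorescence read as greater calcium sensitivity of cardiac thin filaments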
# Numbers without * were called inactive; i = inactive; · = no result given.
Arr AP2 block	Keap1-Nrf2 PPI	Wnt act	V-ATPase pH	Pemphigus Ab inh	cardiac RTF act	OPRM1-OPRD1 inv	Cardiac RTF inh	C-LANA FP	MOR-DOR ag	canonical_smiles
27	-3	-2	3	·	3	2	-7	1.2	-0.4	Cc1c(Br)cnn1C(C)C(=O)N1CCN(c2ccccc2F)CC1 (stereo not drawn)
9	-1	-1	-1	99	-2	-2	-5	-1.3	0.3	COc1cc(/C=C2/NC(=O)N(Cc3ccccc3F)C2=O)cc(OC)c1OC
40	2	3	-1	103	3	19	12	1.3	-4.0	C(=N\N1CCOCC1)/c1cn(-c2ccccc2)nc1-c1ccccc1
21	1	·	3	100	-2	-9	-6	0.5	1.5	O=c1[nH][nH]c(C(F)(F)F)c1C=Nc1ccccc1Cl
-1	2	10	-4	106	0	5	-2	2.0	-1.0	CCCN1CCN(C(=O)c2cccc3c2C(=O)N(CCOC)C3)CC1
16	-7	·	-2	157	14	-43	-2	-0.2	7.6	COc1ccc2c(c1)C1=NN(/C(C)=C\C(C)=O)C(c3ccccc3)C1CC2 (stereo not drawn)
0	0	7	1	92	-1	-20	-9	-0.1	4.1	COc1ccc(/C=C2\CCC(C3CCCC3)C2=O)c(OC)c1 (stereo not drawn)
23	-2	8	4	66*	4	-17	-2	3.2	3.3	CC(C)[N+]1=C2C=CC=CC=C2SC12C([N+](=O)[O-])=CC(=[N+]([O-])[O-])C=C2[N+](=O)[O-] (stereo not drawn)
-2	-5	·	1	116	0	-10	0	-1.7	2.0	CCCCCOc1ccc(CSC(=N)N)cc1[N+](=O)[O-]
-3	1	·	-1	104	-3	-2	3	-1.2	0.3	Cc1ccc(CNC(=O)/C=C/c2c(Cl)cccc2Cl)cc1
-4	3	-1	4	94	-3	6	1	0.0	-1.2	Cc1ccc(C(=O)NCC(=O)OCC(=O)c2ccc3c(c2)NC(=O)CO3)cc1C
12	-3	4	2	90	3	4	-7	-2.1	-0.8	COc1ccc(N/C=C2\C(=O)c3c(sc(C)c3C)N(C)S2(=O)=O)cc1
4	-6	0	1	92	2	14	2	-2.3	-2.6	O=C(CSc1ccccc1F)NC(=O)c1ccccc1Br
-7	-8	0	1	116	-3	5	-11	0.0	-1.0	O=C(Nc1cccc(S(=O)(=O)Nc2ccc(Cl)cc2)c1)c1ccc[n+]([O-])c1
28	-2	1	5	86	2	1	-10	1.6	-0.2	C=CCS(=O)(=O)N1CCCC(N(C)CCc2ccc(OC)c(OC)c2)C1 (stereo not drawn)
-3	-3	2	3	112	0	-1	2	1.7	0.2	Cc1cc(C)n2nc(SCC(=O)Nc3ccccc3F)nc2n1
17	-2	-2	-3	114	2	18	-7	0.7	-3.7	N#CC1=C(N)Oc2cc(N)ccc2C1c1ccc(F)cc1F (stereo not drawn)
-1	1	1	2	105	1	-3	-1	0.5	0.7	CCc1c(C)nc(SCCOc2ccc(OC)cc2)[nH]c1=O
12	4	·	0	·	-3	8	6	0.1	-1.3	COC(=O)c1ccccc1NC(=O)Cn1ccnc1
0	-4	-3	1	105	9	-2	-3	1.1	0.5	CC(=O)c1c(C)[nH]c(C(=O)Nc2ccc(C)cn2)c1C
1	-6	-13	-2	96	7	6	-5	0.9	-1.1	O=C(Cc1cccs1)N1CCCC(c2nc(-c3ccc(S(=O)(=O)N4CCCC4)cc3)no2)C1 (stereo not drawn)
27	-3	-1	0	92	1	-17	0	-0.7	3.3	O=C(O)c1ccc(/C=N\Nc2ccc(S(=O)(=O)N3CCOCC3)cc2[N+](=O)[O-])cc1
14	-2	·	-2	104	12	10	-2	0.0	-1.7	CCOC(=O)Cn1c2c(c(=N)c3c1CCC3)CCC2
5	-1	·	-1	111	8	-37	-9	-1.8	6.4	CC(=O)OCc1c(C(F)(F)F)nn(C)c1SCc1ccc(Cl)cc1
12	-2	·	-1	·	4	0	14	2.6	0.1	O=C(CCc1ccccc1)Nc1ccccc1[N+](=O)[O-]
-8	3	·	-3	112	-3	·	7	-0.3	·	Cc1ccsc1/C=N/NC(=O)Cn1cnc2ccccc21
0	-6	-1	5	85	-3	-12	-14	0.7	2.3	S=c1[nH]nc(-c2ccc3ccccc3n2)n1-c1ccc(Cl)cc1
4	3	·	1	92	4	13	-11	-0.2	-2.8	COc1ccc(C(=O)CSc2nncn2C)cc1
26	-2	3	5	·	2	29	-4	-0.5	-5.9	CCc1ccc(C(=O)NNc2ccc(F)cc2)cc1
6	0	9	3	114	0	8	-11	-1.1	-1.6	CC(=O)Nc1ccc(S(=O)(=O)Nc2cc(C)cn(Cc3ccc(C)cc3)c2=O)cc1

# Record cards, from the list above. Values in the order: Arr AP2 block, Keap1-Nrf2 PPI, Wnt act, V-ATPase pH, Pemphigus Ab inh, cardiac RTF act, OPRM1-OPRD1 inv, Cardiac RTF inh, C-LANA FP, MOR-DOR ag
# Entry for `CC(=O)Nc1ccc(S(=O)(=O)Nc2cc(C)cn(Cc3ccc(C)cc3)c2=O)cc1` : 6, 0, 9, 3, 114, 0, 8, -11, -1.1, -1.6
# Entry for `CCOC(=O)Cn1c2c(c(=N)c3c1CCC3)CCC2` : 14, -2, ·, -2, 104, 12, 10, -2, 0.0, -1.7

# (further entries)
Arr AP2 block	Keap1-Nrf2 PPI	Wnt act	V-ATPase pH	Pemphigus Ab inh	cardiac RTF act	OPRM1-OPRD1 inv	Cardiac RTF inh	C-LANA FP	MOR-DOR ag	canonical_smiles
-9	-2	0	-2	103	-2	13	-11	1.8	-2.1	CCC(=O)N1CC2(C)CN(C(=O)CC)CC(C)(C1)C2
-8	-3	1	2	117	-3	3	-6	-1.3	-0.6	CC1(C)CC(=O)N(c2ccc(Cl)c(Cl)c2)C(=O)C1
5	2	-6	-4	95	2	-41	-3	0.3	7.3	Cn1c(NCc2ccco2)nc2c1c(=O)n(Cc1ccc(Br)cc1)c(=O)n2C
-14	-3	-1	2	107	-1	7	-1	-1.7	-1.3	CCCCCCC1CC(=O)NC(=O)N1 (stereo not drawn)
6	-3	-1	2	117	11	6	-5	-2.8	-1.1	CC1CCN(CC(=O)Nc2ccc(S(=O)(=O)N3C(C)CCCC3C)cc2)CC1 (stereo not drawn)
-2	-4	-1	5	·	-1	13	10	-0.5	-2.5	CCC(=O)N1CCc2cc(S(=O)(=O)CCC(=O)NCc3cccc(OC)c3)ccc21
-8	4	42*	3	94	2	10	-3	-2.3	-1.8	Cc1nn(-c2ccc(Br)cc2)c(=O)c2ccccc12
18	-1	-17	-2	105	-4	-14	4	-5.3	2.6	CCCCCc1cc(=O)oc2c(C(CCN(CC)CC)c3ccc(N(C)C)cc3)c(OC)cc(OC)c12 (stereo not drawn)
17	1	-2	0	99	0	4	-9	0.7	-0.7	CN(C)c1ccccc1C(=O)N1CCCC(Nc2ccc(F)cc2)C1 (stereo not drawn)
-2	-1	-1	3	95	-2	18	6	-1.6	-3.3	CC(C)(CO)C(O)C(=O)NCCC#N (stereo not drawn)
9	2	·	1	102	-1	-2	4	1.5	0.4	Cc1ccc(S(=O)(=O)Nc2nc3ccccc3nc2NCc2ccco2)cc1C
3	-1	6	5	83	-3	21	2	-0.3	-4.2	COc1ccc2nc(N3C(=O)C(O)=C(C(=O)c4ccco4)C3c3ccccc3OC)sc2c1 (stereo not drawn)
22	1	-8	7	102	5	19	9	-1.0	-3.7	O=C1Nc2c(c(=O)[nH]c(=O)n2Cc2ccccc2)C1(NS(=O)(=O)c1ccccc1)C(F)(F)F (stereo not drawn)
-2	2	-1	-1	93	0	-8	-3	-1.5	1.0	Cc1cccc(C)c1NC(=O)NC1(C(=O)N2CCCC2)CCCCC1
9	4	-1	-4	100	-2	13	1	0.5	-2.1	CC(=O)Nc1ccc(/C=N/NC(=O)c2cc3ccccc3nc2C)cc1
1	-4	4	-2	100	1	0	2	-0.6	0.1	CCOC(=O)c1cccc(NC(=O)C2CCCN(c3nnc(N4CCCC4=O)s3)C2)c1 (stereo not drawn)
0	-12	5	1	101	-2	10	1	-2.4	-2.5	CCOc1ccccc1C(=O)NCC(=O)OCc1csc(CC(=O)Nc2ccc(C)cc2)n1
-3	-2	-2	0	125	2	17	-6	-0.3	-3.7	Cc1cc(C)n(S(=O)(=O)c2cccc(Cl)c2Cl)n1
15	-6	4	0	114	-1	20	-6	-2.1	-4.2	CC1CCCN(c2ccc(C(=O)NCc3ccccc3)cn2)C1 (stereo not drawn)
3	-1	-2	5	94	8	13	-3	0.6	-2.1	COC(=O)C(CC(C)C)NC(=O)c1ccc([N+](=O)[O-])c(C)c1 (stereo not drawn)
11	0	-2	-6	120	0	6	-6	6.2	-1.2	COc1cc(-c2cc(C(=O)OCC(=O)NC3CC3)c3ccccc3n2)cc(OC)c1OC
4	-284	0	2	97	448*	9	i	-11	-1.7	O=C(O)c1cc(Cl)ccc1-c1ccc(/C=C/c2cc(C(F)(F)F)[nH]c(=O)n2)o1
-7	-3	-1	1	·	6	-5	-5	0.9	0.9	COc1cc(CO)cc(Br)c1OCC(=O)O
-3	-6	-2	-4	101	-2	-5	-8	-0.6	1.0	CC1=C(C(=O)Nc2ccccc2C)C(c2ccc(C)o2)C2=C(CCCC2=O)N1 (stereo not drawn)
34	1	7	2	88	3	4	-4	-1.3	-0.8	CN(C)CCN(C(=O)c1ccc(Br)s1)c1nc2cc3c(cc2s1)OCCO3
4	-3	·	4	101	-4	-3	-3	0.8	0.6	CCN1CCN(C(=O)CCc2nc3ccccc3n2-c2ccccc2)CC1
0	-2	-3	-2	97	1	28	3	0.2	-4.9	C#CCN1C(=O)C(O)(CC(=O)c2cccc(OC)c2)c2ccccc21 (stereo not drawn)
-13	-1	6	1	112	-6	19	-3	-0.2	-4.0	CCOC(=O)c1cc(NC(=O)c2cccs2)ccc1N1CCOCC1
3	-3	·	-1	97	3	-24	-14	-0.9	3.8	COc1ccc(S(=O)(=O)N2CCCN(S(=O)(=O)c3ccc(OC)cc3C)CC2)c(C)c1
1	-1	-1	-7	100	-2	16	-10	-0.2	-3.3	CCN(C(=O)COC(=O)CNC(=O)C1CCCCC1)c1ccccc1
0	-1	2	-2	100	5	-2	2	-0.4	0.3	Fc1ccc(CN2CCN(c3ncccn3)CC2)cc1
9	-2	-13	-3	98	2	12	10	-1.2	-2.6	CN(C)Cc1nc2ccccc2c(=O)n1CC(=O)Nc1cccc(S(=O)(=O)N2CCOCC2)c1
-10	-4	1	2	100	1	4	-12	-3.2	-0.8	CC1CCN(CCc2nc3cc(NC(=O)C(C)C)ccc3n2C)CC1
